High-throughput results: PubChem, several laboratories
HTRA1 inhibitor: inhibitors of human serine peptidase HTRA1; Q92743; recombinant HTRA1, FP-rhodamine activity-based probe, fluorescence polarization; inhibition, % at 5.96 µM; 340,000 compounds, 0.5% hits; AID 504803; in the data active = inhibition above about 36%;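 also: 0% = enzyme with DMSO and 100% = wells lacking enzyme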
Target sequence (Q92743 whole entry, looked up): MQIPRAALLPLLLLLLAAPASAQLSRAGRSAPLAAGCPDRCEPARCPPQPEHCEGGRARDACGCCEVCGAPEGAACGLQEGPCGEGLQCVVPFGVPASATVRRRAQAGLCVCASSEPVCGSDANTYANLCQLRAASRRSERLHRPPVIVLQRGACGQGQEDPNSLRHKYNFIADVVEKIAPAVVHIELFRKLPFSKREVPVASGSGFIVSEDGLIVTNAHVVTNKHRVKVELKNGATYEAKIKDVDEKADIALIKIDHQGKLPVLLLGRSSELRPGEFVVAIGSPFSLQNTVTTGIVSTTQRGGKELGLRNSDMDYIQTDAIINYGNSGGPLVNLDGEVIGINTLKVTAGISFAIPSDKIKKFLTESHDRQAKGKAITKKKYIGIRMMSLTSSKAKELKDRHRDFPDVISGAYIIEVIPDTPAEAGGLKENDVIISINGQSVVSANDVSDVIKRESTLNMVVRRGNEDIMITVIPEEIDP
ABHD4 inh: ABHD4 (mouse) inhibition, primary FP screen; AID 720543; Q8VD66; inhibition, % at 8.92 µM; 370,000 compounds, 0.54% hits; purified mABHD4, FP-Rh probe fluorescence polarization;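 active = inhibition exceeding the mean over every tested compound plus 3 SD, cut at about 30% in these data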;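 also: 0% = plate median of compound wells and 100% = S159A mutant with DMSO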
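Assay system: Wild-type mouse ABHD4 protein | Medium: HEPES pH 7.0 buffer, 150 mM NaCl, 0.01% Pluronic F-127 | Incubation: Enzyme–compound pre-incubation 45 min, then probe 60 min, both 25 °C | Technique: Fluorescence polarization with parallel and perpendicular emission, 525/598 nm | Evaluation: % inhibition of FP-Rh probe binding versus controls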
ASAP1 GAP inh: ASAP1 ArfGAP inhibition; Q9ULH1; ASAP1-stimulated ARF1 GTP hydrolysis, GDP FP detection; inhibition, % at 16.5 µM; 360,000 compounds, 0.19% hits; in the data active = inhibition above about 25%;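 also: 0% = vehicle with enzyme and substrate and 100% = no enzyme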
Target sequence (Q9ULH1 325-724 limits assumed): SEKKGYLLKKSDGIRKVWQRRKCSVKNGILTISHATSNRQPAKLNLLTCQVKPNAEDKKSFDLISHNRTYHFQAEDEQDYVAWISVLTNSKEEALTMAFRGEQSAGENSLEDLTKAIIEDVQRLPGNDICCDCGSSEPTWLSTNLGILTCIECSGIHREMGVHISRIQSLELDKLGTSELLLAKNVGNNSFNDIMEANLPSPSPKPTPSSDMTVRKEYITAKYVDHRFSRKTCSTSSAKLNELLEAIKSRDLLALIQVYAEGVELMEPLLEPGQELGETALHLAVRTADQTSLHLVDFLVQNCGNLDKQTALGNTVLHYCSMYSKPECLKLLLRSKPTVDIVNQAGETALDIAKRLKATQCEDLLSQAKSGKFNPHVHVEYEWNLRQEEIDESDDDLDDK
GC-B act: GC-B (human) receptor activation; P20594; HEK293-GC-B cells, CNP EC30, cGMP TR-FRET; 0% at EC30 CNP, 100% saturating CNP; activation, % at 10 µM; 370,000 compounds, 0.11% hits;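 active = activation at 10 µM reaching about 35% in either raw or pattern-adjusted values, limit read from the data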
PG9 Ab binder: binds the HIV-1 gp120 antibody PG9 | 360,000 compounds, 0.43% hits | inhibition, % at 6.7 µM | AID 624416 | TR-FRET gp120-PG9 antibody binding; in the data active = inhibition above about 8.5%
Rev-erbA mod: modulators of human Rev-erb alpha DNA binding; Rev-erbα–FITC-DNA binding, fluorescence polarization, 90 min; activity, % at 10 µM; P20393; 370,000 compounds, 0.79% hits;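 active = activity above about 14%, limit read from the data; passing the limit was not always enough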;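 also: 0% = DMSO wells with 35 nM protein and 100% = DMSO wells with 750 nM protein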
NPR1 activator: GC-A (human) enzyme activation; P16066; HEK293 GC-A cells, cGMP TR-FRET, EC30 ANP; 0% at EC30 ANP, 100% saturating ANP; activation, % at 10 µM; 370,000 compounds, 0.14% hits; in the data active = activation above about 40%
rCAG RNA binder: r(CAG) repeat RNA binding | TO-PRO-1 dye displacement fluorescence | AID 651821 | 370,000 compounds, 1.3% hits | inhibition, % at 3 µM;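 active = inhibition above the plate cutoff, the mean of all test compounds on that plate plus 3 SD, cut at about 35% in these data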;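 also: 0% = DMSO alone and 100% = 100 µM mitoxantrone as full dye displacement; higher means more dye released from RNA so lower well fluorescence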
ARFGAP1 inhibitor: rat ARFGAP1 inhibition; Arfgap1-stimulated ARF1 GTP hydrolysis, GDP FP detection; Q62848; 360,000 compounds, 0.26% hits; inhibition, % at 16.5 µM;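 active = inhibition above a per-plate limit, mean inhibition of low control wells plus 3 SD, cut at about 25% in these data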;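 also: 0% = DMSO wells with enzyme and 100% = wells lacking Arfgap1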
Target sequence (Q62848 1-136 limits assumed): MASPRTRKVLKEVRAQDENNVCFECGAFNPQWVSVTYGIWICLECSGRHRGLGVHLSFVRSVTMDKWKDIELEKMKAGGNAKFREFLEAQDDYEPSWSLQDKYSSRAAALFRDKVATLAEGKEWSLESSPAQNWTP
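Material: rat Arfgap1 catalytic domain, aa 1-136; also added: human ARF1(Δ1-17)-GTP substrate; compound dosing: one concentration, 16.5 µM, DMSO 1.26%; incubation: GTP hydrolysis reaction 2 h at 25 °C; measured by: Tracer-displacement fluorescence polarization with EDTA stop, 620/688 nm; evaluation: % inhibition from polarization; repeats: one replicate per compound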
SMARCA2 act: activators of SMARCA2 function | MG213 cells, MMTV-luciferase reporter, dexamethasone, overnight | activation, % at 9.1 µM | 370,000 compounds, 1% hits; in the data active = activation above about 7.8%;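 also: 0% = vehicle wells and 100% = reference activator wells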
The depositor's hits bear a star.

CC(C)CN(c1ccccc1)S(=O)(=O)c1nnc(NC(=O)C(C)C)s1 was read as HTRA1 inhibitor -2, ABHD4 inh -10, ASAP1 GAP inh -3, GC-B act -8, PG9 Ab binder 1.1, Rev-erbA mod 7, NPR1 activator -3, rCAG RNA binder 5, ARFGAP1 inhibitor 5 and SMARCA2 act 0.
Screening CC(=O)c1ccc(S(=O)(=O)N2CCN(C)CC2)cc1 returned HTRA1 inhibitor 1, ABHD4 inh -2, ASAP1 GAP inh -8, GC-B act 2, PG9 Ab binder -0.9, Rev-erbA mod -4, NPR1 activator 1, rCAG RNA binder 0, ARFGAP1 inhibitor -17 and SMARCA2 act -2.
`N#CC1=C(SCC(=O)c2cc3ccccc3oc2=O)NC(=O)C(C#N)C12CCCC2` (configuration not stated) gave HTRA1 inhibitor -4, ABHD4 inh 2, ASAP1 GAP inh 5, GC-B act 2, PG9 Ab binder -0.9, Rev-erbA mod 2, NPR1 activator -4, rCAG RNA binder 35, ARFGAP1 inhibitor 4 and SMARCA2 act 1.
Screening COc1ccccc1NC(=O)Nc1ccnn1Cc1cccs1 returned HTRA1 inhibitor -10, ABHD4 inh 6, ASAP1 GAP inh 6, GC-B act -1, PG9 Ab binder -0.5, Rev-erbA mod 4, NPR1 activator -1, rCAG RNA binder 0, ARFGAP1 inhibitor -10 and SMARCA2 act 0.
For Cc1ccc(C)c(-n2nnnc2SCC(=O)Nc2c(C)n(C)n(-c3ccccc3)c2=O)c1 the results were HTRA1 inhibitor -3, ABHD4 inh 6, ASAP1 GAP inh -1, GC-B act 7, PG9 Ab binder -2.2, Rev-erbA mod -8, NPR1 activator 2, rCAG RNA binder -3, ARFGAP1 inhibitor -2 and SMARCA2 act -2.
CCOC(=O)c1cnn(-c2cc(C(C)(C)C)nc3c(-c4ccccc4)c(C)nn23)c1N was read as HTRA1 inhibitor -2, ABHD4 inh 0, ASAP1 GAP inh 11, GC-B act 2, PG9 Ab binder 1.6, Rev-erbA mod -3, NPR1 activator 5, rCAG RNA binder -2, ARFGAP1 inhibitor 11 and SMARCA2 act 0.
Screening CN(C)CCNC(=O)c1c(NC(=O)c2ccccc2)sc2c1CCCC2 returned HTRA1 inhibitor 4, ABHD4 inh 3, ASAP1 GAP inh 5, GC-B act -18, PG9 Ab binder -2.6, Rev-erbA mod 4, NPR1 activator -12, rCAG RNA binder 8, ARFGAP1 inhibitor 6 and SMARCA2 act 6.
For CC(=O)N1N=C(c2cccc(Cl)c2)OC1c1cccc([N+](=O)[O-])c1 (configuration not stated) the results were HTRA1 inhibitor -6, ABHD4 inh 2, ASAP1 GAP inh 1, GC-B act -5, PG9 Ab binder 0.9, Rev-erbA mod 3, NPR1 activator 0, rCAG RNA binder -3, ARFGAP1 inhibitor -14 and SMARCA2 act -4.
For C=CCn1c(SCC(=O)Nc2ccccc2OC)nnc1-c1ccco1 the results were ABHD4 inh 1, ASAP1 GAP inh 0, GC-B act -5, PG9 Ab binder 0.9, Rev-erbA mod 3, NPR1 activator -7, rCAG RNA binder 2, ARFGAP1 inhibitor -1 and SMARCA2 act -1.
For CC(=O)NC(Cc1cc(C)ccc1C)C(=O)N1CCN(C(=O)c2ccccc2Br)CC1 (configuration not stated) the results were HTRA1 inhibitor 1, ABHD4 inh -7, ASAP1 GAP inh 10, GC-B act -6, PG9 Ab binder -3.3, Rev-erbA mod -4, NPR1 activator -7, rCAG RNA binder -7, ARFGAP1 inhibitor 2 and SMARCA2 act 0.
Screening CCc1ccc(-c2n[nH]nc2C2=CC(=O)C[C@H](c3ccc(F)cc3)C2)cc1 returned HTRA1 inhibitor -40, ABHD4 inh 0, ASAP1 GAP inh 4, GC-B act -4, PG9 Ab binder -1.6, Rev-erbA mod 7, NPR1 activator 1, rCAG RNA binder 37*, ARFGAP1 inhibitor -6 and SMARCA2 act -1.
For O=C(CCCN1C(=O)c2ccccc2C1=O)NCCN1C(=O)S/C(=C\c2cccs2)C1=O the results were HTRA1 inhibitor -2, ABHD4 inh -7, ASAP1 GAP inh -5, GC-B act 2, PG9 Ab binder -2.5, Rev-erbA mod -1, NPR1 activator -3, rCAG RNA binder 2, ARFGAP1 inhibitor 11 and SMARCA2 act 0.
`O=C(Nc1ccccc1Cl)c1cc(S(=O)(=O)N2CCCC(C(=O)O)C2)ccc1F` (configuration not stated) gave HTRA1 inhibitor -2, ABHD4 inh -12, ASAP1 GAP inh 3, GC-B act 2, PG9 Ab binder -0.8, Rev-erbA mod 1, NPR1 activator 7, rCAG RNA binder 4, ARFGAP1 inhibitor 2 and SMARCA2 act -1.
For Cc1ccc(S(=O)(=O)Nc2ccccc2C(=O)N2CCCCC2)cc1 the results were HTRA1 inhibitor 3, ABHD4 inh -3, ASAP1 GAP inh 1, GC-B act 2, PG9 Ab binder -0.4, Rev-erbA mod -4, NPR1 activator 2, rCAG RNA binder -1, ARFGAP1 inhibitor -6 and SMARCA2 act -1.
O=C(CN(C(=O)CCC(=O)Nc1nccs1)c1cccc(F)c1)NCc1ccc(F)cc1 was read as HTRA1 inhibitor 2, ABHD4 inh 0, ASAP1 GAP inh 5, GC-B act -4, PG9 Ab binder 0.5, Rev-erbA mod -4, NPR1 activator -7, rCAG RNA binder -3, ARFGAP1 inhibitor -10 and SMARCA2 act -2.
`CCCNC(=O)Cn1nc(C(F)(F)F)c2c1CCCC2` gave HTRA1 inhibitor 0, ABHD4 inh 1, ASAP1 GAP inh -5, GC-B act -1, PG9 Ab binder -1.5, Rev-erbA mod -1, NPR1 activator -1, rCAG RNA binder -3, ARFGAP1 inhibitor -2 and SMARCA2 act -3.
Screening COc1ccc(NC(=O)C(c2ccc(C#N)cc2)n2c(=O)c(-c3ccco3)nc3ccccc32)cc1 (configuration not stated) returned ABHD4 inh -8, ASAP1 GAP inh 8, GC-B act -5, PG9 Ab binder -7.1, Rev-erbA mod -1, NPR1 activator -4, rCAG RNA binder 22, ARFGAP1 inhibitor 9 and SMARCA2 act -3.
For COc1ccc(-c2c(Sc3ccccc3)c3cc(-c4ccc(OC)c(F)c4)ccc3n2C)cc1 the results were ABHD4 inh -3, ASAP1 GAP inh 5, GC-B act 1, PG9 Ab binder 27*, Rev-erbA mod 3, NPR1 activator 1, rCAG RNA binder 15, ARFGAP1 inhibitor 6 and SMARCA2 act -2.
C=CCOC(=O)C1=C(C)NC(=S)NC1c1cccs1 (configuration not stated) was read as HTRA1 inhibitor 0, ABHD4 inh 1, ASAP1 GAP inh -3, GC-B act 0, PG9 Ab binder -4.4, Rev-erbA mod 1, NPR1 activator 0, rCAG RNA binder 0, ARFGAP1 inhibitor 2 and SMARCA2 act 0.
Screening CCn1c(CNC(=O)Cc2ccc(OC)cc2)nnc1SCC(=O)NC1CCCCC1 returned HTRA1 inhibitor -3, ABHD4 inh 2, ASAP1 GAP inh 3, GC-B act 5, PG9 Ab binder -0.5, Rev-erbA mod 1, NPR1 activator -3, rCAG RNA binder -2, ARFGAP1 inhibitor 17 and SMARCA2 act -2.
Screening CC(=O)N1c2ccc(S(=O)(=O)N3CCCC3)cc2CC1C(=O)NCc1cccc(F)c1 (configuration not stated) returned HTRA1 inhibitor 3, ABHD4 inh 5, ASAP1 GAP inh 7, GC-B act -1, PG9 Ab binder -0.7, Rev-erbA mod 6, NPR1 activator -2, rCAG RNA binder 3, ARFGAP1 inhibitor 11 and SMARCA2 act -1.
Screening O=C(CCCc1ccccc1)NCCN1CCOCC1 returned HTRA1 inhibitor 2, ABHD4 inh -8, ASAP1 GAP inh 12, GC-B act 5, PG9 Ab binder 0.0, Rev-erbA mod 5, NPR1 activator 3, rCAG RNA binder 1, ARFGAP1 inhibitor -3 and SMARCA2 act 4.
C=CCn1c(SCC(=O)N2CCCCCC2)nc2ccccc2c1=O was read as HTRA1 inhibitor 2, ABHD4 inh 2, ASAP1 GAP inh -10, GC-B act -3, PG9 Ab binder -1.0, Rev-erbA mod 3, NPR1 activator -4, rCAG RNA binder -5, ARFGAP1 inhibitor 7 and SMARCA2 act -5.
`CN(Cc1ccccc1)C(=O)Cn1c(=O)c2cccn2c2cccnc21` gave HTRA1 inhibitor -2, ABHD4 inh 0, ASAP1 GAP inh 3, GC-B act -1, PG9 Ab binder -3.3, Rev-erbA mod -2, NPR1 activator -5, rCAG RNA binder -2, ARFGAP1 inhibitor 6 and SMARCA2 act 1.
For C[C@@H]1C=C(C(=O)O)O[C@H](OCc2ccc(CO)cc2)C1 the results were HTRA1 inhibitor 8, ABHD4 inh 3, ASAP1 GAP inh -3, GC-B act 2, PG9 Ab binder 0.6, Rev-erbA mod -1, NPR1 activator 3, rCAG RNA binder 1, ARFGAP1 inhibitor 6 and SMARCA2 act 1.
For COc1ccccc1CN1C(=NC(=O)CCC2CCCC2)SC2CS(=O)(=O)CC21 (configuration not stated) the results were HTRA1 inhibitor 5, ABHD4 inh 2, ASAP1 GAP inh -11, GC-B act -1, PG9 Ab binder -2.1, Rev-erbA mod 3, NPR1 activator -2, rCAG RNA binder 1, ARFGAP1 inhibitor 9 and SMARCA2 act -1.
Screening CC(C)(C)Cc1nnc(NC(=O)CSc2ccccc2)s1 returned HTRA1 inhibitor -4, ABHD4 inh -7, ASAP1 GAP inh 3, GC-B act 6, PG9 Ab binder 0.1, Rev-erbA mod -3, NPR1 activator 5, rCAG RNA binder -3, ARFGAP1 inhibitor -7 and SMARCA2 act -1.
`N#Cc1cccc(NC(=O)OC2CC3CC2[C@H]2CCCCN2[C@H]3Cc2ccccc2)c1` (some centres not stated) gave ABHD4 inh 2, GC-B act -4, Rev-erbA mod 7, NPR1 activator -2, rCAG RNA binder 6 and SMARCA2 act -1.
Screening CCN(CC(=O)Nc1ccc(Br)c(C)c1)CC(=O)NC(C)C returned HTRA1 inhibitor -3, ABHD4 inh -6, ASAP1 GAP inh -9, GC-B act -4, PG9 Ab binder -1.3, Rev-erbA mod 1, NPR1 activator 2, rCAG RNA binder -6, ARFGAP1 inhibitor 0 and SMARCA2 act 2.
O=C1C(=Cc2cccc(O)c2O)SC(=S)N1CCCN1CCOCC1 was read as HTRA1 inhibitor 23, ABHD4 inh 23, ASAP1 GAP inh -4, GC-B act -1, PG9 Ab binder -3.1, Rev-erbA mod 5, NPR1 activator 3, rCAG RNA binder 28, ARFGAP1 inhibitor -7 and SMARCA2 act -1.
O=C(c1ccc(F)cc1F)N1CCN(c2ncccn2)CC1 was read as HTRA1 inhibitor -2, ABHD4 inh -1, ASAP1 GAP inh 1, GC-B act 1, PG9 Ab binder 0.1, Rev-erbA mod 2, NPR1 activator -1, rCAG RNA binder -1, ARFGAP1 inhibitor -13 and SMARCA2 act -1.
For Cc1cc(C)n(C(=O)c2ccc([N+](=O)[O-])cc2Cl)n1 the results were HTRA1 inhibitor 0, ABHD4 inh 3, ASAP1 GAP inh 8, GC-B act -10, PG9 Ab binder -1.6, Rev-erbA mod 3, NPR1 activator 4, rCAG RNA binder -3, ARFGAP1 inhibitor -1 and SMARCA2 act 1.
